Screens (PubChem)
HTR5A inv ag = inverse agonist of human HTR5A in OPRM1-OPRD1 counter-screen | inhibition, % at 9.3 µM | HTR5A cell line, luminescence, inverse agonism | P47898 | AID 504634 | hit rate 0.083% among 340,000; in the data active means inhibition mostly above about 23%, no sharp cut-off; inactive means mostly below about 18%;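 further: 0% = cells with DMSO and 100% = no-cell wells with DMSO; some compounds called inactive have numbers as strong as hits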
phage Ecoli inh = E. coli growth loss with phage present; growth absorbance; inhibition, % at 11.9 µM; hit rate 0.26% among 360,000; AID 651602; in the data active means inhibition above about 11%
PfHsp90 set2 = inhibits growth of yeast expressing Plasmodium falciparum Hsp90; S. cerevisiae expressing PfHsp90, BacTiter-Glo ATP, 48 h; yeast lacking PDR1 and PDR3 efflux regulators; inhibition, % at 9.4 µM; hit rate 0.32% among 310,000; AID 504621;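 active means every replicate shows inhibition above about 80%, whatever the replicate mean, limit read from the data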;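 further: 0% = DMSO neutral controls and 100% = 20 µM radicicol positive controls; yeast relying on Plasmodium falciparum Hsp90 in place of its own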
Mot1-301 SUMO = inhibitors of SUMOylation pathway: yeast Mot1-301 growth rescue; S. cerevisiae Mot1-301 growth rescue, ATP luminescence, 38.5C; percent above DMSO median, 100 means doubled; growth rescue, % at 18.8 µM; hit rate 1% among 320,000;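 active means every valid replicate shows activation above 250% relative to neutral control wells; inactive means the rest, any valid replicate at or below 250%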;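 further: OY570 slx delta 5 strain wells were the positive control but not used for scaling; some compounds called inactive have numbers as strong as hits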
AddAB inh = less growth of phage-infected E. coli with AddAB; E. coli expressing H. pylori AddAB, absorbance growth; inhibition, % at 11.9 µM; hit rate 0.29% among 330,000; AID 435030; in the data active means inhibition above about 12%;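 further: 0% = vehicle wells of infected cells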
HTR5A ag ctr = activates human HTR5A in OPRM1-OPRD1 agonist counter-screen. P47898. hit rate 0.61% among 340,000. activation, % at 9.3 µM. HTR5A agonist assay, luminescence, cell-based; in the data active means activation mostly above about 9.5%, no sharp cut-off; inactive means mostly below about 7.6%;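 further: 0% = cells with vehicle only and 100% = reference agonist; strong numbers were not always called active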
PKA-R1A act = PKA-R1A complex activation. P00514+P68181. activation, % at 11.4 µM. PKA-R1A dissociation, Cy5-IP20 fluorescence polarization; scaled: DMSO 0%, 113 µM cGMP 100%. hit rate 0.083% among 340,000;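 active means percent activation above the mean of all tested compounds plus 3 SD, cut at about 19% in these data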;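 further: higher means more PKAc released from R1A so a rise in polarization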
OPRM1-OPRD1 ag = agonists of human mu-delta opioid receptor heterodimerization; P35372+P41143; cells, OPRM1-OPRD1 heterodimerization, luminescence; activation, % at 9.3 µM; hit rate 0.3% among 340,000; AID 504326; in the data active means activation above about 18%;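 further: 0% = vehicle-treated cells and 100% = reference agonist; values of inactives mirror those of a sister screen read the other way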
Target sequence (P35372 whole entry, looked up): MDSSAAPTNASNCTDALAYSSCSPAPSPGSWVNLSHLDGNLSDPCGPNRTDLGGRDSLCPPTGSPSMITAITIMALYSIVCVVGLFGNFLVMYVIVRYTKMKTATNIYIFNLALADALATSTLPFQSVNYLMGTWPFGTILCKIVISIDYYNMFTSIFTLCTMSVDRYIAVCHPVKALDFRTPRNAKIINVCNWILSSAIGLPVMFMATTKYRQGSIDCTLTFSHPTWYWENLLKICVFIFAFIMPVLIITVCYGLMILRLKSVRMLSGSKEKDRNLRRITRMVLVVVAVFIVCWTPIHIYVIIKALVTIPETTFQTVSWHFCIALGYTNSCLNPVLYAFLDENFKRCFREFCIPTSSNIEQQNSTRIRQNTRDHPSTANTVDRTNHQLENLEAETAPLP
Target sequence (P41143 whole entry, looked up): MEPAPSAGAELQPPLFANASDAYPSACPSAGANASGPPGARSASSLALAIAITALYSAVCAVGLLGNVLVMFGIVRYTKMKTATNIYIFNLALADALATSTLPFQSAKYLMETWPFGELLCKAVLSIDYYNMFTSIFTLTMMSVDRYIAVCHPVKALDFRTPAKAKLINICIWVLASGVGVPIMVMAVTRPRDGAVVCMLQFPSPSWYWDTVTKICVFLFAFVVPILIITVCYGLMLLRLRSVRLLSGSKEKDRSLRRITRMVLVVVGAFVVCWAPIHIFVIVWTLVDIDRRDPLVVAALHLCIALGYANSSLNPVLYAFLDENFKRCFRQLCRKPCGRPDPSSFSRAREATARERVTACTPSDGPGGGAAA
Ecoli viability = reduces bacterial viability in AddAB counter-screen; E. coli V3065 growth, OD600 absorbance, 18 h; inhibition, % at 11.9 µM; hit rate 0.27% among 330,000; AID 449728;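 active means inhibition above the campaign's mean inhibition across all tested compounds plus 3 SD, cut at about 9.9% in these data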;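 further: uninfected addAB+ strain grown without phage in ampicillin broth; 0% = DMSO wells and 100% = ciprofloxacin 0.95 µg/ml wells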
Pemphigus Ab inh = blocks pemphigus antibody binding to human desmoglein-3. P32926. DSG3-coupled beads, scFv-anti-DSG3-GFP binding, flow cytometry; stronger effect = lower value. binding (percent of control), % at 10 µM. hit rate 0.48% among 310,000;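 active means binding more than 3 SD below its plate's average and above zero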; further: some compounds called inactive have numbers as strong as hits
MOR-DOR inv ag = mu-delta opioid heterodimer inverse agonism. cell-based MOR-DOR heterodimer luminescence. inhibition, % at 9.3 µM. hit rate 0.21% among 340,000; in the data active means inhibition above about 22%, passing the limit was not always enough;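 further: 0% = cells with DMSO and 100% = wells without cells with DMSO; values of inactives mirror those of a sister screen read the other way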
An asterisk follows results filed as active.

Screening COc1ccc(C2Nc3ccccc3C(=O)N2c2ccccc2)cc1COc1ccccn1 (stereo not given) returned HTR5A inv ag 11, phage Ecoli inh 2.6, PfHsp90 set2 18, Mot1-301 SUMO -5, AddAB inh -0.8, HTR5A ag ctr 5, PKA-R1A act -1, OPRM1-OPRD1 ag -2.0, Ecoli viability -0.4, Pemphigus Ab inh 119 and MOR-DOR inv ag 9.
Screening COc1ccc(N2C(=O)C(CC(=O)Nc3ccc(F)cc3)N(CCc3ccc(OC)c(OC)c3)C2=O)cc1 (stereo not given) returned HTR5A inv ag -2, phage Ecoli inh 3.3, PfHsp90 set2 7, Mot1-301 SUMO -6, AddAB inh -1.5, HTR5A ag ctr 1, PKA-R1A act 1, OPRM1-OPRD1 ag -2.5, Ecoli viability 4.2, Pemphigus Ab inh 85 and MOR-DOR inv ag 16.
For O=C(NCC1CCCO1)C1c2ccccc2Oc2ccccc21 (stereo not given) the results were HTR5A inv ag 18, phage Ecoli inh 2.4, PfHsp90 set2 3, Mot1-301 SUMO 1, AddAB inh 1.4, HTR5A ag ctr -7, PKA-R1A act -2, OPRM1-OPRD1 ag -2.3, Ecoli viability -0.6, Pemphigus Ab inh 102 and MOR-DOR inv ag 13.
For O=C(CN1CCN(S(=O)(=O)c2ccc(F)c(Cl)c2)CC1)N1CCOCC1 the results were HTR5A inv ag -10, phage Ecoli inh 1.8, PfHsp90 set2 -6, Mot1-301 SUMO -1, AddAB inh 2.0, HTR5A ag ctr 5, PKA-R1A act -4, OPRM1-OPRD1 ag -0.9, Ecoli viability -1.1, Pemphigus Ab inh 104 and MOR-DOR inv ag 3.
Screening COc1ccc(N2CCN(CCNS(=O)(=O)c3ccc(C)cc3)CC2)cc1 returned HTR5A inv ag 6, phage Ecoli inh 3.1, PfHsp90 set2 -5, Mot1-301 SUMO -7, AddAB inh 4.9, HTR5A ag ctr -1, PKA-R1A act 1, OPRM1-OPRD1 ag -1.3, Ecoli viability -0.6, Pemphigus Ab inh 102 and MOR-DOR inv ag 7.
O=C(Nc1cc(Cl)ccc1Cl)c1ccc(OC(=O)c2ccco2)cc1 was read as HTR5A inv ag -6, phage Ecoli inh 2.7, PfHsp90 set2 6, Mot1-301 SUMO -3, AddAB inh 1.9, HTR5A ag ctr 0, PKA-R1A act -7, OPRM1-OPRD1 ag 9.0, Ecoli viability -0.7, Pemphigus Ab inh 65* and MOR-DOR inv ag -49.
CC(C)CCN1CCN(CC#Cc2ccccc2)CC1CCO (stereo not given) was read as HTR5A inv ag 2, phage Ecoli inh 5.2, PfHsp90 set2 12, Mot1-301 SUMO 12, AddAB inh 0.8, HTR5A ag ctr -1, PKA-R1A act 4, OPRM1-OPRD1 ag -2.0, Ecoli viability -0.2, Pemphigus Ab inh 102 and MOR-DOR inv ag 10.
Cc1ccc(NC(=O)C2CCN(S(=O)(=O)c3ccc(N4CCCC4=O)cc3)CC2)cc1Cl was read as HTR5A inv ag 5, phage Ecoli inh -0.3, PfHsp90 set2 31, Mot1-301 SUMO 0, AddAB inh 1.2, HTR5A ag ctr -1, PKA-R1A act 0, OPRM1-OPRD1 ag 0.5, Ecoli viability -3.6, Pemphigus Ab inh 96 and MOR-DOR inv ag -3.
For Oc1ccc2ccccc2c1CN1CC2CCC(CC2)C1 the results were HTR5A inv ag -4, phage Ecoli inh 1.6, PfHsp90 set2 0, HTR5A ag ctr 1, PKA-R1A act 3, OPRM1-OPRD1 ag 2.1, Pemphigus Ab inh 95 and MOR-DOR inv ag -9.
`COC(=O)c1sc(C(C)(C)C)cc1CSc1ccccc1` gave HTR5A inv ag -19, phage Ecoli inh -0.5, PfHsp90 set2 21, Mot1-301 SUMO -7, AddAB inh 0.4, HTR5A ag ctr 7, PKA-R1A act -1, OPRM1-OPRD1 ag 1.1, Ecoli viability -3.1 and MOR-DOR inv ag -6.
Screening CCOC(=O)C1=C(C)C(c2ccc(OC)cc2)NC(=S)N1 (stereo not given) returned HTR5A inv ag -1, phage Ecoli inh 4.0, Mot1-301 SUMO -12, AddAB inh 0.6, HTR5A ag ctr 3, PKA-R1A act -6, OPRM1-OPRD1 ag -2.9, Ecoli viability -1.1 and MOR-DOR inv ag 16.
Screening Cc1ccc(S(=O)(=O)/N=S(\C)CC2CC2(Cl)Cl)cc1 (stereo not given) returned HTR5A inv ag -18, phage Ecoli inh 0.9, Mot1-301 SUMO 9, AddAB inh -0.4, HTR5A ag ctr -1, PKA-R1A act -3, OPRM1-OPRD1 ag -1.1, Ecoli viability 0.2, Pemphigus Ab inh 94 and MOR-DOR inv ag 6.
Screening C=CCNC(=S)/N=c1/ccccn1Cc1ccccc1 returned HTR5A inv ag 6, phage Ecoli inh -1.8, PfHsp90 set2 -10, Mot1-301 SUMO 5, AddAB inh 4.0, HTR5A ag ctr -2, PKA-R1A act -1, OPRM1-OPRD1 ag -2.7, Ecoli viability 1.6, Pemphigus Ab inh 120 and MOR-DOR inv ag 13.
Screening Cc1c(C(=O)N2CCc3ccccc3C2)sc2nc(-c3ccccc3)cn12 returned HTR5A inv ag -14, phage Ecoli inh -1.2, PfHsp90 set2 -19, Mot1-301 SUMO 69, AddAB inh 1.1, HTR5A ag ctr 5, PKA-R1A act 4, OPRM1-OPRD1 ag 1.9, Ecoli viability -0.3, Pemphigus Ab inh 112 and MOR-DOR inv ag -12.
Screening O=C(COc1cccc([N+](=O)[O-])c1)N/N=C/c1ccco1 returned HTR5A inv ag -22, phage Ecoli inh 2.0, PfHsp90 set2 2, AddAB inh -0.3, HTR5A ag ctr -4, PKA-R1A act -18, OPRM1-OPRD1 ag -1.0, Ecoli viability 2.3, Pemphigus Ab inh 92 and MOR-DOR inv ag 5.
For COc1cc(C)ccc1S(=O)(=O)N1CCCCCC1 the results were HTR5A inv ag 3, phage Ecoli inh 4.6, PfHsp90 set2 20, Mot1-301 SUMO 2, AddAB inh 4.4, HTR5A ag ctr -1, PKA-R1A act -11, OPRM1-OPRD1 ag -2.5, Ecoli viability -1.0, Pemphigus Ab inh 99 and MOR-DOR inv ag 13.
`CC1CCc2c(nc3sc4c(c3c2N)CCCC4)C1` (stereo not given) gave HTR5A inv ag 3, phage Ecoli inh 7.1, PfHsp90 set2 -24, Mot1-301 SUMO 9, AddAB inh 3.2, HTR5A ag ctr -1, PKA-R1A act 2, OPRM1-OPRD1 ag 4.8, Ecoli viability 1.6, Pemphigus Ab inh 95 and MOR-DOR inv ag -34.
Screening COc1cccc(Cn2c(Oc3cccc(C)c3)nc3c2c(=O)n(C)c(=O)n3C)c1 returned HTR5A inv ag -1, phage Ecoli inh -1.3, PfHsp90 set2 16, Mot1-301 SUMO -3, AddAB inh -1.4, HTR5A ag ctr 5, PKA-R1A act 8, OPRM1-OPRD1 ag 1.4, Ecoli viability -3.1, Pemphigus Ab inh 103 and MOR-DOR inv ag -6.
Cc1ccc(NC(=O)c2ccc([N+](=O)[O-])cc2Cl)nc1 was read as HTR5A inv ag 22, phage Ecoli inh 2.9, PfHsp90 set2 -10, Mot1-301 SUMO 15, AddAB inh 2.7, HTR5A ag ctr 1, PKA-R1A act -7, OPRM1-OPRD1 ag -1.5, Ecoli viability 0.3, Pemphigus Ab inh 81 and MOR-DOR inv ag 8.
COc1ccccc1OCCOc1ccc(/C=N/n2cnnc2)cc1 was read as HTR5A inv ag -16, phage Ecoli inh 1.5, PfHsp90 set2 5, Mot1-301 SUMO -7, AddAB inh 1.4, HTR5A ag ctr 1, PKA-R1A act -4, OPRM1-OPRD1 ag -1.6, Ecoli viability 0.6, Pemphigus Ab inh 101 and MOR-DOR inv ag 9.
O=C(NOC(=O)c1cc(Br)ccc1Cl)c1cccs1 was read as HTR5A inv ag -15, phage Ecoli inh 0.2, PfHsp90 set2 38, Mot1-301 SUMO -5, AddAB inh 0.5, HTR5A ag ctr -3, PKA-R1A act -3, OPRM1-OPRD1 ag -1.3, Ecoli viability 1.3, Pemphigus Ab inh 98 and MOR-DOR inv ag 8.
Clc1ncn(CCOc2ccccc2)c1Cl was read as HTR5A inv ag 4, phage Ecoli inh 1.2, Mot1-301 SUMO -12, AddAB inh 1.1, HTR5A ag ctr -2, PKA-R1A act -7, OPRM1-OPRD1 ag 0.0, Ecoli viability 1.1, Pemphigus Ab inh 122 and MOR-DOR inv ag 0.
Screening COC(=O)c1cc(OC)c(OC)cc1NC(=S)N1CCN(Cc2ccccc2)CC1 returned HTR5A inv ag -8, phage Ecoli inh 1.1, PfHsp90 set2 3, Mot1-301 SUMO -3, AddAB inh 3.9, HTR5A ag ctr 3, PKA-R1A act 0, OPRM1-OPRD1 ag -2.0, Ecoli viability 1.2, Pemphigus Ab inh 101 and MOR-DOR inv ag 11.
Screening CCOc1ccc2[nH]c3c(NCC(C)C)ncnc3c2c1 returned HTR5A inv ag 5, PfHsp90 set2 -3, Mot1-301 SUMO -16, AddAB inh 3.9, HTR5A ag ctr -1, PKA-R1A act -6, OPRM1-OPRD1 ag -1.2, Ecoli viability 5.9, Pemphigus Ab inh 94 and MOR-DOR inv ag 6.
Screening Cc1nn(-c2ccccc2)c2[nH]c(C(F)(F)F)cc(=O)c12 returned HTR5A inv ag -12, phage Ecoli inh 3.5, PfHsp90 set2 2, Mot1-301 SUMO 88, AddAB inh 0.8, HTR5A ag ctr 3, PKA-R1A act -18, OPRM1-OPRD1 ag 0.4, Ecoli viability -1.2, Pemphigus Ab inh 102 and MOR-DOR inv ag -3.
`O=C(COC(=O)Cc1c[nH]c2ccccc12)NC1CCCCC1` gave HTR5A inv ag -17, phage Ecoli inh 3.8, PfHsp90 set2 28, Mot1-301 SUMO 58, AddAB inh 2.4, HTR5A ag ctr 4, PKA-R1A act 6, OPRM1-OPRD1 ag -3.7, Ecoli viability -1.1, Pemphigus Ab inh 107 and MOR-DOR inv ag 18.
Screening Cc1nc2cc(Cl)ccc2n1-c1ccccc1 returned HTR5A inv ag 3, phage Ecoli inh 2.0, PfHsp90 set2 -1, Mot1-301 SUMO 131, AddAB inh -0.2, HTR5A ag ctr -1, PKA-R1A act -2, OPRM1-OPRD1 ag -2.0, Ecoli viability -1.5 and MOR-DOR inv ag 13.
Screening CCN(CC)C(=O)Cn1cc(C(=O)C(=O)NCCCn2ccnc2)c2ccccc21 returned HTR5A inv ag -22, phage Ecoli inh 3.0, Mot1-301 SUMO -4, AddAB inh 1.0, HTR5A ag ctr 0, PKA-R1A act 3, OPRM1-OPRD1 ag 0.1, Ecoli viability -1.2, Pemphigus Ab inh 109 and MOR-DOR inv ag 0.
For O=C(CSc1nc2ccccc2c(=O)n1-c1ccccc1)N1CCCc2ccccc21 the results were HTR5A inv ag -27, phage Ecoli inh 2.3, PfHsp90 set2 -3, Mot1-301 SUMO -4, AddAB inh -1.3, HTR5A ag ctr 2, PKA-R1A act -3, OPRM1-OPRD1 ag 0.6, Ecoli viability -0.4, Pemphigus Ab inh 128 and MOR-DOR inv ag -3.
Screening O=C(O)c1oc2ccccc2c1-n1cccc1 returned HTR5A inv ag 14, phage Ecoli inh 3.1, Mot1-301 SUMO 12, AddAB inh 2.9, HTR5A ag ctr -5, PKA-R1A act -15, OPRM1-OPRD1 ag -1.4, Ecoli viability 0.4, Pemphigus Ab inh 88 and MOR-DOR inv ag 7.
